RAD52 inh – inhibitors of human RAD52 DNA annealing. P43351. recombinant RAD52 DNA annealing, FRET fluorescence. inhibition, % at 18.7 µM. 360,000 tested, 0.46% active;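 active = every replicate showing at least 50% inhibition; inconclusive = mean inhibition at least 50% but not in every replicate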
ERAP1 inh – ERAP1 (human) enzyme inhibition. Q9NZ08. recombinant ERAP1, Leu-AMC fluorescence, 60 min. inhibition, % at 10.7 µM. 340,000 tested, 0.15% active;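 active = mean replicate inhibition of at least 30%, or all replicates individually reaching that 30% level; inactive = mean below 30% and not every replicate reaching it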;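 also: 0% = neutral control wells and 100% = L-leucinethiol positive control wells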
Cneo AK release – Cryptococcus neoformans lysis via adenylate kinase release; AID 651654; 360,000 tested, 0.2% active; C. neoformans lysis, adenylate kinase release luminescence, 4 h; normalised: neutral wells 0, clomiphene wells 100; lysis activity, % at 15 µM;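 active = mean lysis activity across replicates of at least 80%, whatever share of replicates individually reach that level; inactive = mean lysis activity below 80%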
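Assay system: Cryptococcus neoformans yeast cells / Dosing: single-point compound dose / Timing: 4 h at 37 °C static, read 1 h later / Measured by: luminescence of released adenylate kinase using an AK detection reagent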
E-sel inducer – E-selectin induction on HUVECs. AID 686992. HUVEC E-selectin immunofluorescence imaging; normalized: neutral wells 0, TNF-alpha wells 100. P16581. 260,000 tested, 0.37% active. activation, % at 7.58 µM;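 active = mean E-selectin-positive cell signal at least 10% of the positive control, reached in at least 60% of replicates, without over 20% cell loss; inconclusive = no rule given, readout overlaps actives, possibly toxicity-flagged; inactive = the rest, including those meeting only one limit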;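 also: in these data hits start at about 27%; measured in HUVEC primary endothelial cells; signal is the percent of cells scored E-selectin positive by PE staining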
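Test system: HUVEC | Signal: Immunofluorescence imaging | Read-out: Percent E-selectin-positive cells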
PGC1a acetyl inh – PGC1a acetylation modulation, inhibitor mode | U2OS PGC1a acetylation, AlphaScreen anti-acetyl-lysine; with virally co-expressed GCN5 acetyltransferase | inhibition, % at 15.6 µM | 350,000 tested, 0.17% active | AID 651687;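 active = every replicate shows inhibition of at least 40%; inconclusive = mean inhibition at least 40% but some replicate below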;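 also: 0% = neutral control wells and 100% = positive control wells; some results beyond the cut were filed as inactive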
PglD inh – PglD (C. jejuni) enzyme inhibition. purified PglD enzyme, DTNB colorimetric CoA detection. inhibition, % at 12.5 µM. 360,000 tested, 0.098% active. AID 602405; in the data active = inhibition above about 16%, passing the limit was not always enough; inconclusive = no clear call, values can overlap the other calls; also: strong numbers were not always called active
RAD54 branch – inhibitors of human RAD54 branch migration; 360,000 tested, 0.14% active; RAD54 Holliday junction branch migration, FAM/BHQ fluorescence; inhibition, % at 10.4 µM;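 active = mean normalized replicate activity at least 40 and at least half of replicates scoring 40 or more; inconclusive = only one of the two criteria met; inactive = mean below 40 and under half of replicates reaching 40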;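 also: 0% = median of neutral control wells and 100% = median of positive control wells; inhibitors cause a drop in the FAM fluorescence signal; in these data hits start at about 50%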
Target sequence (Q92698 whole entry, looked up): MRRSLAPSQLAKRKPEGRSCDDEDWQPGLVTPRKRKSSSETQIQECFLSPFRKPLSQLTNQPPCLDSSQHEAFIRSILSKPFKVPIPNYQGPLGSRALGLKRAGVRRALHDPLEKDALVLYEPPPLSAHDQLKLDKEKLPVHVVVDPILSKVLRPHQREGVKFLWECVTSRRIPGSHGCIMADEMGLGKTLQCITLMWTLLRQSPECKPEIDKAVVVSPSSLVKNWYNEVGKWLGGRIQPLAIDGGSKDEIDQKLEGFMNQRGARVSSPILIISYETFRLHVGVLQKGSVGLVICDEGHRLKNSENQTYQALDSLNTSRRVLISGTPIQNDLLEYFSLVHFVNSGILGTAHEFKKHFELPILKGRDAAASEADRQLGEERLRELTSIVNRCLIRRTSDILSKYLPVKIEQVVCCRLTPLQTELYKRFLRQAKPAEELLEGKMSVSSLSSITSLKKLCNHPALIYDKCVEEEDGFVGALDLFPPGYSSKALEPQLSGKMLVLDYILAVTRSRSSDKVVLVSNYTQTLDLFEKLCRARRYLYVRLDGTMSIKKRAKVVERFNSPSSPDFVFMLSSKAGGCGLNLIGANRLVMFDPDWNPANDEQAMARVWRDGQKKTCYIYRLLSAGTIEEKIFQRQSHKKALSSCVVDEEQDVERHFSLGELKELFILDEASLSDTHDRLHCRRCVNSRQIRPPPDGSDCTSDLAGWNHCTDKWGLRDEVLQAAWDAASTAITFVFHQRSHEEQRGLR
miR-122 sensor – inhibitors of miR-122 in Huh7 cells; Huh7 miR-122 Renilla luciferase sensor, 48 h; neutral wells = 0, positive control = 100; activation (reporter increase), % at 12.5 µM; 340,000 tested, 0.3% active;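 active = mean replicate activation score at least 90 and every replicate individually at or above 90; inconclusive = only one of the two criteria met; inactive = neither criterion met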;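 also: higher luciferase means less miR-122 activity so hits act as miR-122 inhibitors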
The depositor's hits bear a star; ? = inconclusive; / = no result given; & = joins results of further samples; [ ] = another dose, or the depositor's remark. Rows are unselected. About 1.4% of those tested had a hit in this group.

The line under a structure holds: ERAP1 inh, E-sel inducer, miR-122 sensor, RAD52 inh, PGC1a acetyl inh, Cneo AK release, RAD54 branch, PglD inh
Cc1ccc(CN2C(=O)CCC2C(=O)NC2CC2)cc1 (stereo not given)
 : /, /, -3, /, 6, 1, -5, 6
Cc1cccc(CN2CCN(Cc3ccco3)CC2)c1
 : /, 0.6, 1, -13, 9, 4, -2, 2
C[C@@H]1CN([C@H](C)CO)C(=O)c2cccc(NC(=O)Nc3ccccc3)c2O[C@@H]1CN(C)S(=O)(=O)c1ccc(F)cc1
 : -2, 0.3, -7[16.7 µM], 21, -5, -3, -16, -1
CC1CCN(C(=O)COC(=O)CSc2ccc(C(N)=O)cc2[N+](=O)[O-])CC1
 : 5, 0.3, -2, -4, -4, /, /, /
OC(c1ccc(Cl)cc1)c1ncc(-c2ccc(Cl)cc2)[nH]1 (stereo not given)
 : 2, 0.4, 5, -42, /, -1, -3, 6
COc1ccc(N(C(=O)c2ccc(Br)o2)C2C=CS(=O)(=O)C2)c(OC)c1 (stereo not given)
 : 5, 3.5, -18, -7, 14, 1, 1, 1
COc1ccc(NC(=O)c2cc([N+](=O)[O-])nn2Cc2ccccc2)c(C)c1
 : /, /, -10, /, -11, -7, 10, 0
COc1cc(CN(C)CC2CCCN(CCc3ccc(F)cc3)C2)c(Cl)cc1O (stereo not given)
 : -1, 0.2, -3, -34, /, 0, -7, -2
CCn1cc(C(=O)N[C@@H](CCSC)C(=O)NCCN2CCOCC2)c(=O)c2cc3c(cc21)OCO3
 : -3, /, -4, -9, 8, 0, 4, 3
CCOC(=O)/C=C1\SCC(=O)N1Cc1ccc(Br)cc1
 : /, /, 6, /, 4, 4, 3, 3
CC(C)(C)NC(=O)C(c1ccco1)N(Cc1ccc2c(c1)OCO2)C(=O)c1snc(C(N)=O)c1N (stereo not given)
 : 8, /, /, -15, /, -3, 1, 2
C[C@@H]1CN([C@@H](C)CO)C(=O)c2cccc(NC(=O)Nc3ccc4c(c3)OCO4)c2O[C@H]1CN(C)S(=O)(=O)c1cn(C)cn1
 : 2&-2, -0.1&-0.2, -3[16.7 µM], 0&-19, 20&-7, 9&-1, 4&2, 0&-4
C[C@@H]1CCCCO[C@@H](CN(C)Cc2ccc(C(F)(F)F)cc2)[C@H](C)CN([C@H](C)CO)C(=O)c2cc(NC(=O)CCC(F)(F)F)ccc2O1
 : 1, 0.2, -3[16.7 µM], -32, -7, 10, -7, 21
CC1C(=O)N(Cc2cn(Cc3ccco3)nn2)CCS(=O)(=O)N1Cc1ccc(-c2cccnc2)cc1 (stereo not given)
 : -3, -0.1, -2, -80, -3, 2, 1, -3
CCc1nc2c(OCCOc3ccc(F)cc3)cccn2c1N(C)C(=O)C(C)C
 : 1, /, -2, -14, -23, -1, 5, 1
CCn1c(=O)c2c(nc(SCC(=O)N3CCC(C)CC3)n2C)n(C)c1=O
 : -7, -0.2, 6, 1, 6, 2, 0, 4
Cc1cc(C)n2cc(CSc3ccc(Cl)cc3)nc2n1
 : 3, -0.6, -7, 0, /, 0, -1, 2
CCC(=O)N1C[C@H](C)[C@H](OC)CN(C)C(=O)c2ccc(NC(=O)C3CCOCC3)cc2OC[C@H]1C
 : /, -0.3, 9[16.7 µM], /, 4, 54, -2, 4
COc1ccc(S(=O)(=O)N(C)C[C@H]2OCCCC[C@H](C)Oc3ccc(NC(=O)NC4CCCCC4)cc3C(=O)N([C@@H](C)CO)C[C@@H]2C)cc1
 : 1, /, 4[16.7 µM], -5, -7, 0, 1, -3
C[C@@H]1CN([C@@H](C)CO)C(=O)c2cccc(NC(=O)NC3CCCCC3)c2O[C@H]1CN(C)S(C)(=O)=O
 : -3, /, 1[16.7 µM], 11, 6, -3, -10, -12
CCCn1nc(C(=O)NC2CCCCCC2)c2ccccc2c1=O
 : -6, /, -1, -1, -10, 0, -5, -1
CNc1nnc(SCC(=O)N2c3ccccc3NC(=O)CC2C)s1 (stereo not given)
 : 0, -0.5, 4, 2, 3, -4, 6, 0
CCCCn1nnnc1SCC(=O)Nc1ccc2c(c1)OCCO2
 : /, /, 4, /, 10, 5, -1, -2
c1ccc(CNCCN2CCNCC2)nc1
 : /, /, 17, /, -3, 0, -10, 30*
COc1ccc(NC(=O)Nc2ccc3c(c2)C(=O)N([C@H](C)CO)C[C@H](C)[C@H](CN(C)C(=O)Cc2ccccc2)OCCCC[C@H](C)O3)cc1
 : 1, 0.1, 23[16.7 µM], -6, 0, 101*, 3, 9
COCCSc1ccccc1C(=O)N1CCCC1
 : /, /, 0, /, -7, 1, -11, 1
CN(Cc1nc2ccccc2c(=O)[nH]1)Cc1cc(=O)oc2ccc3ccccc3c12
 : /, /, 1, /, 3, 2, -4, 4
Cc1onc(-c2ccccc2)c1C(=O)Nc1nc(-c2ccc(F)c(F)c2)cs1
 : /, /, 9, /, -2, -1, -5, 1
O=C(CN1CCN(S(=O)(=O)c2ccccc2)CC1)NCc1ccccc1
 : 1, /, -4, -5, /, -1, -1, -6
Cc1ccccc1-c1ccc([C@H]2[C@H](CO)N3CCCCN(S(=O)(=O)Cc4ccccc4)C[C@@H]23)cc1
 : 4, 0.2, 0[16.7 µM], 55*, 4, 1, 14, 3
COc1ccc(/C=N/NC(=O)c2ccn[nH]2)cc1COc1ccc(Cl)cc1
 : /, /, 2, /, -18, 1, 1, 2
CCOc1ccc(Nc2nc(N)nc(CN(C)C3CCCCC3)n2)cc1
 : /, /, -5, /, /, -2, -1, -4
CSc1nc2ccccc2n1CC(=O)Nc1c(C)n(C)n(-c2ccccc2)c1=O
 : /, /, 0, /, /, -1, -12, 1
C[C@H](NC(=O)C[C@@H]1C[C@H]2c3cc(NC(=O)C4CCOCC4)ccc3O[C@H]2[C@H](CO)O1)c1ccccc1
 : -4, 0.0, -5[16.7 µM], -8, -3, 1, -1, -2
COc1ccc(NC(=O)N(C)C[C@@H]2OCCCC[C@@H](C)Oc3ccc(NC(=O)Nc4ccccc4)cc3C(=O)N([C@@H](C)CO)C[C@@H]2C)cc1
 : -1, 0.0, 0[16.7 µM], -26, 3, 8, -2, -2
COc1ccc2nc(Nc3nc(CSc4nc5ccccc5[nH]4)cc(=O)[nH]3)nc(C)c2c1
 : 4, -0.2, -4, -23, -4, 3, 0, 1
CNC(=O)NC(=O)C(C)OC(=O)CCCSc1nc2ccccc2s1 (stereo not given)
 : 7, 0.4, -3, -8, /, 0, -6, 4
Nc1ccn([C@@H]2O[C@H](C(=O)N(CCC3=CCCCC3)CC3CC3)[C@@H](O)[C@H]2O)c(=O)n1
 : /, 4.2, -6, 0, -3, 0, 5, -1
Cc1ccc(NC(=S)N(Cc2ccc(Cl)cc2)Cc2ccc(C(=O)O)cc2)cc1Cl
 : -2, /, -1, -2, /, -3, 4, 1
CCOC(=O)C1CCN(C(=O)CCc2nnc3ccc(NCCCN4CCCC4=O)nn23)CC1
 : -8, /, 2, -12, 2, 1, 1, -4
CCN1C(=O)N(c2cccc3ccccc23)C(C)=CC1(C)C
 : /, /, -5, /, -6, -1, 7, -3
O=C(C[C@@H]1C[C@@H]2c3cc(NC(=O)NC4CCCC4)ccc3O[C@@H]2[C@H](CO)O1)NCc1ccncc1
 : -2, -0.1, -5[16.7 µM], -3, 4, 11, 12, -4
C[C@@H]1CN([C@H](C)CO)C(=O)c2cccc(NC(=O)NC3CCCCC3)c2O[C@H]1CN(C)Cc1ccc(-c2ccccc2)cc1
 : 0, ?, 25[16.7 µM], -10, -16, -5, 0, 0
C[C@H]1CN([C@@H](C)CO)C(=O)c2cc(NC(=O)Nc3cccc4ccccc34)ccc2O[C@H]1CN(C)S(=O)(=O)c1ccc(F)cc1
 : 3, -0.1, 0[16.7 µM], -24, 1, 41, -13, 4
C[C@@H]1CCCCO[C@@H](CN(C)Cc2ccc(Cl)c(Cl)c2)[C@H](C)CN([C@H](C)CO)C(=O)c2cc(NS(=O)(=O)c3ccc(Cl)cc3)ccc2O1
 : -5, /, -11[16.7 µM], -3, 31, 7, -8, 9
COc1ccccc1-n1c(SCC(=O)N2CCOCC2)nc(O)c(Cc2ccccc2)c1=O
 : /, -1.3, -4, /, 15, 3, 5, 7
COc1cc(OC)cc(OC2(C)CCN(Cc3ccc(OC(C)C)cc3)C2)c1 (stereo not given)
 : -4, -0.1, -4, -2, 9, 4, -1, 3
COc1ccc(NC(=O)N(C)C[C@H]2Oc3c(NS(=O)(=O)c4cccs4)cccc3C(=O)N([C@H](C)CO)C[C@@H]2C)cc1
 : -2&-2, -11&-0.5, 17[16.7 µM], -2&-4, -4&-6, -7&2, 3&0, -2&1
CC1(C)C(=O)Nc2ccccc2N1C(=O)COC(=O)c1cccs1
 : -2, 0.0, 7, -26, 1, -1, -1, 0
CC1(C(=O)NS(=O)(=O)Cc2cccc(Cl)c2)CCN1C(=O)Cc1ccc(Cl)cc1Cl (stereo not given)
 : -1, /, 1, -18, -3, 0, -9, 1
COc1ccc(C(=O)NCc2nnc(SC)n2Cc2ccccc2)cc1
 : 0, 0.1, -2, -3, -15, /, /, /

Four of the compounds above, as labelled records:
CC1(C(=O)NS(=O)(=O)Cc2cccc(Cl)c2)CCN1C(=O)Cc1ccc(Cl)cc1Cl (stereo not given)
  ERAP1 inh = -1 | E-sel inducer = / | miR-122 sensor = 1 | RAD52 inh = -18 | PGC1a acetyl inh = -3 | Cneo AK release = 0 | RAD54 branch = -9 | PglD inh = 1
OC(c1ccc(Cl)cc1)c1ncc(-c2ccc(Cl)cc2)[nH]1 (stereo not given)
  ERAP1 inh = 2 | E-sel inducer = 0.4 | miR-122 sensor = 5 | RAD52 inh = -42 | PGC1a acetyl inh = / | Cneo AK release = -1 | RAD54 branch = -3 | PglD inh = 6
Cc1onc(-c2ccccc2)c1C(=O)Nc1nc(-c2ccc(F)c(F)c2)cs1
  ERAP1 inh = / | E-sel inducer = / | miR-122 sensor = 9 | RAD52 inh = / | PGC1a acetyl inh = -2 | Cneo AK release = -1 | RAD54 branch = -5 | PglD inh = 1
CC1(C)C(=O)Nc2ccccc2N1C(=O)COC(=O)c1cccs1
  ERAP1 inh = -2 | E-sel inducer = 0.0 | miR-122 sensor = 7 | RAD52 inh = -26 | PGC1a acetyl inh = 1 | Cneo AK release = -1 | RAD54 branch = -1 | PglD inh = 0

Screening results: PubChem BioAssay, Broad Institute
